M. tuberculosis GlmU: inhibition of mycobacterial GlmU enzyme – biochemical, glucosamine-1-phosphate acetyltransferase (AID 1376); M. tuberculosis GlmU acetyltransferase enzyme assay; higher % means a stronger effect; one-dose inhibition, %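 (tested at 30 µM in the primary screen)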; IC50 in µM for titrated hits; 220,000 compounds, 0.25% hits; in the data active = inhibition above about 13%;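 also: 0% = complete reaction with vehicle and 100% = reaction without substrate; strong numbers were not always called active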
RmlCD inh 1536: blocks M. tuberculosis RmlC and RmlD coupled enzymes; P9WH09+P9WH11; RmlC+RmlD coupled enzyme assay, percent inhibition; primary screen in compound mixtures; inhibition, % at 3.6 µM; 160,000 compounds, 0.03% hits; AID 1533; in the data active = inhibition mostly above about 34%, no sharp cut-off; also: some results filed as inactive read as strong as hits
Target sequence (P9WH09 whole entry, looked up): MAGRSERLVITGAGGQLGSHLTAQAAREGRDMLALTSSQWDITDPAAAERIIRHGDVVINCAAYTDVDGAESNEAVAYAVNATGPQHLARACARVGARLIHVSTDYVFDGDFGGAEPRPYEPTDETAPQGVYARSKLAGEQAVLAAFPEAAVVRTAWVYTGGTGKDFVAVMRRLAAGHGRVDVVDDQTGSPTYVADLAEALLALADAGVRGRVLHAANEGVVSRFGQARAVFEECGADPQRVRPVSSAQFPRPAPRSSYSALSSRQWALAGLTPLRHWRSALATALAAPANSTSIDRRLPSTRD
Target sequence (P9WH11 whole entry, looked up): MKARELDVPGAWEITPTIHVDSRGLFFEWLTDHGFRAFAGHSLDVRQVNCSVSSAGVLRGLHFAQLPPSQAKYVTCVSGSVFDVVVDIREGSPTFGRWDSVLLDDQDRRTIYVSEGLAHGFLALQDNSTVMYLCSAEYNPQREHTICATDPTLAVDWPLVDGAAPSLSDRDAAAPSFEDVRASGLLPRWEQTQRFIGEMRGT
* hit, by the source's call; / = no result given. These rows are one share of the data; the hit share may differ from the screen's.

Below each SMILES – M. tuberculosis GlmU | RmlCD inh 1536
CC1(C)N=C(N)NC(Nc2ccc(Br)cc2)=N1
    -4.6% | 8
Cc1ccc(CN2CCN(CC(=O)NCCCN3CCN(c4ccc(F)cc4)CC3)C2=O)cc1
    1.3% | /
O=C(COC(=O)Cc1ccccc1[N+](=O)[O-])NCc1ccccc1Cl
    -4.9% | -7
NNC(=O)C1CC(O)CN1S(=O)(=O)c1ccc(Cl)cc1 (centres undefined)
    -3.5% | -10
COC(=O)/C=C/C(=O)NCc1ccco1
    3.1% | 6
CC1(C)CC(=O)C(CCC(=O)c2ccccc2)C(C)(C)N1 (centres undefined)
    0.1% | 6
O=C(Oc1ccc2c(c1)OCO2)C12CC3CC(CC(C3)C1)C2
    -0.1% | 18
COc1ccccc1NC(=O)CSCC(=O)N1c2ccccc2CCc2ccccc21
    -4.8% | /
CC(=O)Nc1ccc(NC(=O)CSc2nnc(-c3ccco3)o2)cc1
    7.9% | 8
COc1cc2c(cc1OC)CN(CCC(=O)c1ccc(Br)cc1)CC2
    -3.4% | 7

(list continues)
Below each SMILES – M. tuberculosis GlmU | RmlCD inh 1536
O=C(COc1ncnc2ccccc12)NCCc1ccccc1
    -5.2% | -10
Cc1ccc(C(=O)N2CCN(c3ccccn3)CC2)cc1
    -0.1% | -12
COC(=O)C1=C(NC(=O)c2cccc(OC)c2)CCS1
    -4.6% | /
CN1C(=O)CC(N2CCN(c3ccccc3)CC2)C1=O (centres undefined)
    1.2% | /
CN(CCOc1ccc(-c2ccn(S(=O)(=O)c3ccc(Cl)cc3)n2)cc1)c1ccccn1
    0.1% | /
O=C(Nc1ccncc1)c1ccccc1[N+](=O)[O-]
    18% | /
Cc1ccc(S(=O)(=O)NC(C)C(=O)Nc2cccc([N+](=O)[O-])c2)cc1 (centres undefined)
    -5.0% | 6
Cc1ccc(C(NC(=O)N2CCOCC2)=C(Cl)Cl)cc1F
    -2.1% | 0
O=C1C2C3C=CC(c4ccccc4)(C2C(=O)N1c1cccc(Cl)c1)C1C(=O)N(c2cccc(Cl)c2)C(=O)C31 (centres undefined)
    -3.2% | /
CCN(C(=O)c1cc2cc(OC)ccc2oc1=O)c1cccc(C)c1
    7.0% | -7

Overlap with the part before: two compounds, then new ones.
Below each SMILES – M. tuberculosis GlmU | RmlCD inh 1536
O=C1C2C3C=CC(c4ccccc4)(C2C(=O)N1c1cccc(Cl)c1)C1C(=O)N(c2cccc(Cl)c2)C(=O)C31 (centres undefined)
    -3.2% | /
CCN(C(=O)c1cc2cc(OC)ccc2oc1=O)c1cccc(C)c1
    7.0% | -7
Cc1ccc(S(=O)(=O)/N=C(\CN2CCOCC2)N2CCCC2)cc1
    0.3% | 7
COc1ccc(CN(Cc2ccc(OC)cc2)S(=O)(=O)c2ccc(-n3cnnn3)c(C)c2)cc1
    -2.5% | /
Cc1ccc2c(c1)Cc1nc3ccccc3nc1-2
    3.2% | -6
O=C(NC(=S)Nc1cccc([N+](=O)[O-])c1)c1ccco1
    2.1% | 6
CC(C)CN1C(=S)SC(C)(C)C1n1oc(=O)n(-c2ccc(Cl)cc2)c1=O (centres undefined)
    -0.4% | /
COc1ccc(CC(=O)NCc2nnc(SCC(=O)Nc3nccs3)n2C)cc1
    -3.7% | 4
CCN(CC(=O)Nc1sc2c(c1C#N)CCCC2)Cc1nc2ccccc2c(=O)[nH]1
    -2.8% | -16
O=C(CCCCn1c(=O)c2ccccc2n(CC(=O)NC2CCCC2)c1=O)NC1CCCC1
    -4.2% | /
CCOc1ccc2ccccc2c1C(=O)N[C@@H]1C(=O)N2[C@@H]1SC(C)(C)[C@@H]2C(=O)O
    -3.3% | 3
Clc1cc2nc3ccccn3c2cc1Cl
    2.4% | /

Next part:
Below each SMILES – M. tuberculosis GlmU | RmlCD inh 1536
COc1ccc(NC(=O)c2ccccc2)cc1NS(=O)(=O)c1ccc(F)cc1
    -5.1% | -1
COc1cccc(C=Nc2ccccc2C#N)c1O
    0.8% | -1
Cc1cccnc1NC(=O)C(C)Oc1ccccc1 (centres undefined)
    2.5% | -11
c1ccc(CSc2nnc(-c3c[nH]c4ccccc34)o2)cc1
    -7.2% | /
COc1ccccc1OCC(=O)NNc1c2ccccc2nc2ccccc12
    -5.8% | /
CC(=O)OCC1OC(OC(C)=O)C(NC(=O)Cc2ccccc2)C(OC(C)=O)C1OC(C)=O (centres undefined)
    5.0% | -11
Nc1ccc(SC(F)(F)F)cc1
    5.4% | 5
COc1ccc(/C=C2\SC(=O)N(CCNC(=O)C3CCN(S(=O)(=O)c4cccs4)CC3)C2=O)cc1
    1.7% | -4
CCOC(=O)c1csc(-c2ccc3c(c2)CCO3)n1
    -0.9% | 14
CC(C)CC(=O)Nc1nnc(CSCc2ccc(F)cc2)s1
    1.6% | 5

Next structures follow:
Below each SMILES – M. tuberculosis GlmU | RmlCD inh 1536
COCC(C)n1c(C)cc(C(=O)COC(=O)c2n[nH]c3ccccc23)c1C (centres undefined)
    -0.3% | 7
O=C(c1cnn2c(C(F)F)cc(-c3ccccc3)nc12)N1CCSCC1
    2.3% | 4
CS(=O)(=O)N(CC(=O)N1CCCC1)c1cccc(Cl)c1
    6.8% | 1
CC1CN(CC(=O)Nc2ccc([N+](=O)[O-])cc2Br)CC(C)O1 (centres undefined)
    -4.7% | 0
S=c1[nH]nc(CSCCOc2ccccc2)o1
    2.9% | 27
COC(=O)Nc1ccc(S(=O)(=O)N2CCC(C(=O)N3CCCCC3C)CC2)cc1 (centres undefined)
    4.7% | -11
CCOc1ccc(/C(O)=C2\C(=O)C(=O)N(CCOCCO)C2c2ccccc2OC)cc1 (centres undefined)
    4.9% | -29
COc1ccccc1-c1noc(CCCC(=O)Nc2ccc(C(N)=O)cc2)n1
    2.4% | -11
O=C(NCCn1cccc1)c1cccc2ccccc12
    -3.1% | /
CS(=O)(=O)NCCCCNc1ccc(C(F)(F)F)cc1[N+](=O)[O-]
    1.3% | /

More compounds:
Below each SMILES – M. tuberculosis GlmU | RmlCD inh 1536
COc1cc(NC(=S)NCCCN2CCOCC2)cc(OC)c1OC
    -5.1% | 7
COc1ccc(/C=C/C(=O)c2c(O)ccc3c(C)cc(=O)oc23)cc1
    5.3% | 14
O=C(Nc1cccnc1)c1cc(-c2ccccc2O)on1
    0.0% | 12
Cc1[nH]n(-c2ccccc2)c(=O)c1C(C[N+](=O)[O-])c1ccc(Cl)cc1 (centres undefined)
    2.4% | 4
COc1ccc(/C=C2/Sc3ccc(C(=O)N4CCc5ccccc5C4)cc3NC2=O)cc1
    5.3% | 20
CCn1nc([N+](=O)[O-])c(C(C#N)c2nc3cc(C(F)(F)F)ccc3s2)c(Cl)c1=O (centres undefined)
    1.7% | /
COc1cccc(C(=O)Nc2ccncc2)c1
    -2.4% | 43
Cc1cc(=O)[nH]c(N/N=C/CCc2ccccc2)n1
    0.9% | 0
COC(=O)C1=C(C)N(CCCC(=O)O)C(=O)NC1c1cccs1 (centres undefined)
    4.2% | /
Cc1ccc(/C=C/C(=O)Nc2ccccc2C(N)=O)cc1
    0.2% | 0

(next part)
Below each SMILES – M. tuberculosis GlmU | RmlCD inh 1536
COC(=O)C(Cc1c[nH]c2ccccc12)NC(=O)c1cccs1 (centres undefined)
    1.0% | -13
COC(=O)[C@H](C)NC(=O)NCc1ccccc1F
    -4.0% | /
COc1cc(Cl)c(S(=O)(=O)NCc2ccccn2)cc1Cl
    -0.2% | 9
CCn1c(SCC(=O)N2CCN(c3ccc(Cl)cc3)CC2)nc2ccccc2c1=O
    1.7% | 5
CCCCCCCCCCCCn1ccc(=N)cc1
    -15% | -6
CCOc1ccc(NC(=O)CC2C(=O)NCCN2C(=O)c2ccc(Cl)cc2)cc1 (centres undefined)
    -0.4% | -5
O=C(C1=C[C@@H](c2ccc(C(F)(F)F)cc2)C[C@@H](OCCCCO)O1)N1CCN(Cc2ccc3c(c2)OCO3)CC1
    1.8% | /
COc1ccc(/C=C/CN2CCCC(C(=O)c3ccc(OC)c(F)c3)C2)cc1 (centres undefined)
    -0.7% | /
O=C(Nc1cccnc1N1CCOCC1)c1cccs1
    2.5% | 12
Cc1cccc(-n2c(CNC(=O)Cc3ccccc3)n[nH]c2=S)c1
    -2.1% | /

The results go on:
Below each SMILES – M. tuberculosis GlmU | RmlCD inh 1536
Cc1ccccc1Cn1nc(C)c(NC(=O)c2cc(-c3cccs3)on2)c1C
    1.9% | 7
CCOC(=O)/C(C#N)=N/Nc1c(C)n(C)n(-c2ccccc2)c1=O
    -2.7% | -32
CCOC(=O)c1cc(C#N)c(N2CCN(C(=O)c3ccccc3)CC2)nc1C(F)(F)F
    -0.2% | 1
CNC(=S)N/N=C/c1cc(C)ccc1C
    3.1% | -6
CCn1c(O)c(C=Nc2ccc(N3CCOCC3)c(Br)c2)c(=O)n(CC)c1=S
    / | -8
CCOc1ccccc1Nc1nnc(SCC(=O)Nc2cc(C)on2)s1
    -5.0% | /
CC(=O)c1cnc2nc(C)nn2c1C
    -1.1% | -8
CC(=O)c1c(C)[nH]c(C(=O)Nc2nc(C)cs2)c1C
    0.5% | -5
O=C(O)Cc1sc(N/N=C\c2ccncc2)nc1-c1ccccc1
    -1.5% | 7
N=c1c2c(n(Cc3ccc([N+](=O)[O-])cc3)c3c1CCC3)CCCC2
    2.1% | 3

The final 3 records of the part before come first, to join the parts.
Below each SMILES – M. tuberculosis GlmU | RmlCD inh 1536
CC(=O)c1c(C)[nH]c(C(=O)Nc2nc(C)cs2)c1C
    0.5% | -5
O=C(O)Cc1sc(N/N=C\c2ccncc2)nc1-c1ccccc1
    -1.5% | 7
N=c1c2c(n(Cc3ccc([N+](=O)[O-])cc3)c3c1CCC3)CCCC2
    2.1% | 3
O=C(COC(=O)c1ccccc1C(=O)c1ccc(Cl)cc1)NC(c1ccccc1)c1ccccc1
    -4.4% | 3
CCOC(=O)C(C)Sc1nnc(Cc2cc(=O)[nH]c(=O)[nH]2)n1-c1cccc(OC)c1 (centres undefined)
    0.9% | -4
Cc1cc(C)nc(N2CCCC(C(=O)NCCc3ccc(F)cc3)C2)n1 (centres undefined)
    -3.1% | 1
C#CCOCCOCCOCCNc1nc(N2CCN(C(=O)[C@H](CCCCN)n3cc(CCCC)nn3)CC2)nc(N2CCN(C(=O)[C@H](CCCCN)n3cc(CCCC)nn3)CC2)n1
    -15% | /
Cc1ccc(OCc2nnc(NC(=O)c3ccco3)s2)c(C)c1
    2.5% | -8
Cn1ncc2c(=O)n(CC(=O)NC34CC5CC(CC(C5)C3)C4)cnc21
    5.8% | -8
CC(=O)Nc1nc(C)c(Cc2ccccc2)c(=O)[nH]1
    7.7% | 9
CCN(CC)C(=O)CSc1ncnc2c(-c3ccc(OC)cc3)nsc12
    7.0% | 6
CCn1c(=O)cc(SCC(=O)N2CCN(C(=O)c3ccco3)CC2)c2ccccc21
    1.8% | -3
Cc1ccc(C)c(NC(=O)C(C)CC2COCCO2)c1 (centres undefined)
    -0.7% | /

Carrying on:
Below each SMILES – M. tuberculosis GlmU | RmlCD inh 1536
CCCCCn1c(S(=O)(=O)O)nc2ccccc21
    3.3% | -9
COc1ccc(-n2nc(C(=O)NCC(=O)Nc3ccccn3)c3ccccc3c2=O)cc1
    0.0% | -48
OC(CN1CCN(Cc2ccccc2)CC1)Cn1c2ccccc2c2ccccc21 (centres undefined)
    5.4% | /
O=C1N[C@@H](Cc2ccccc2)C(=O)N2[C@H]3Nc4ccccc4[C@@]3([C@]34C[C@H]5C(=O)N[C@@H](Cc6ccccc6)C(=O)N5[C@H]3Nc3ccccc34)C[C@@H]12
    3.0% | /
Cc1c(Cl)cccc1NS(=O)(=O)c1ccc2c(c1)C1C=CCC1C(c1ccc(C(=O)O)cc1)N2 (centres undefined)
    24%* | /
CCOc1ccc(NC(=O)c2cc(Cl)nc3ccccc23)cc1
    3.7% | 26
C=CCNCCCCOc1ccc(OCc2ccccc2)cc1
    -2.9% | 4
O=C1CC(C(=O)Nc2ccc(C(=O)O)cc2)C(c2ccccc2)O1 (centres undefined)
    1.3% | 10
O=C(CSc1nc2ccccc2n1CC(=O)N1CCCC1)Nc1nccs1
    2.1% | /
Cc1c(NC(=O)c2cc3ccccc3oc2=O)c(=O)n(-c2ccccc2)n1C
    2.0% | /

Additional records follow:
Below each SMILES – M. tuberculosis GlmU | RmlCD inh 1536
COc1ccccc1-c1c(C(F)(F)F)oc2cc(OC(=O)c3cccc([N+](=O)[O-])c3C)ccc2c1=O
    1.6% | /
COc1ccccc1OCCCCN1CCN(C(c2ccccc2)c2ccccc2)CC1
    -0.9% | -9
Oc1c(Cl)cccc1C=Nc1cc(C(F)(F)F)ccc1N1CCCC1
    / | 3
CCSc1nnc(NC(=O)CSC2=NN3CCCC(=O)N=C3S2)s1
    -1.2% | 13
O=C(CCSCCc1ccncc1)NCCCN1CCOCC1
    -0.4% | /
Cc1ccc2c(c1)C1CN(C)CCC1N2C(=S)Nc1cccnc1 (centres undefined)
    0.7% | 9
Cc1c(C(=O)O)oc2ccc(S(=O)(=O)NCc3ccc4c(c3)OCO4)cc12
    / | -6
O=C(c1cccs1)n1nc(-c2ccccc2)nc1NCc1ccco1
    3.5% | 11
CC(C)c1[nH]nc2c1C(C1C=CCCC1)C(C#N)=C(N)O2 (centres undefined)
    1.0% | 4
CCOC(=O)N1CCN(c2c(N3CCN(c4cccc(C)c4C)CC3)c(=O)c2=O)CC1
    4.8% | 6

(next part)
Below each SMILES – M. tuberculosis GlmU | RmlCD inh 1536
O=c1[nH]nc(Cc2ccc(-c3ccc(Cl)cc3)o2)c2ccccc12
    -0.8% | 5
CN(c1ccccc1)S(=O)(=O)c1ccc(Cl)nc1
    -3.5% | 10
O=C(Nc1cccc([N+](=O)[O-])c1)c1ccc2nc(N3C(=O)CCC3=O)sc2c1
    3.3% | -3
O=C(O)CC/C(=C\c1ccc(N2CCCC2)c([N+](=O)[O-])c1)c1nc2ccccc2s1
    -4.0% | -11
Cn1c(=O)c2cc(S(=O)(=O)N3CCC(c4ccccc4)CC3)ccc2n(C)c1=O
    3.4% | -9
O=[N+]([O-])c1ccccc1Nc1c2ccccc2nc2ccccc12
    -1.9% | 17
COc1ccc(C2=NC(=O)/C(=C\c3cc(OC)c(OC)c(OC)c3)O2)cc1
    -3.4% | 2
